Assay outcomes: PubChem BioAssay, National Center for Advancing Translational Sciences (NCATS)
HCMV inh: inhibitors of human cytomegalovirus; AID 1259415; 4.5% of 410,000 active; activity change, negative = inhibition, % at 57.5 µM; HFF cells, HCMV-luciferase reporter, 72 h; active compounds read low; in the data active = activity change below about -60%; inconclusive = no clear call, values can overlap the other calls; inactive = above about -39%
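Steps: HFFs plated, 16 h 37C; compounds added; HCMV-luciferase added to MOI 1 PFU/cell; 72 h 37C; OneGlo reagent, 5 min room temperature; luminescence read, normalized to controls.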
AmpC detergent: inhibitors of E. coli AmpC beta-lactamase with detergent | P00811 | AmpC hydrolysis of nitrocefin, absorbance 480 nm, 0.01% Triton | Potency, µM (doses to about 114 µM), for the others: top-dose activity change, negative = inhibition, hits mostly inhibitors | 0.041% of 370,000 active; active = well fitted inhibition curve with a large enough effect; inconclusive = small, poorly fitted or top-dose-only effect;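 also: potency is read from the fitted curve at half-maximal effect; 0% = no-compound wells and -100% = no-enzyme wells; nearly all actives have a fitted effect of over 25% in size; some results filed as inactive show a strong effect at the top dose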
Target sequence (P00811 whole entry, looked up): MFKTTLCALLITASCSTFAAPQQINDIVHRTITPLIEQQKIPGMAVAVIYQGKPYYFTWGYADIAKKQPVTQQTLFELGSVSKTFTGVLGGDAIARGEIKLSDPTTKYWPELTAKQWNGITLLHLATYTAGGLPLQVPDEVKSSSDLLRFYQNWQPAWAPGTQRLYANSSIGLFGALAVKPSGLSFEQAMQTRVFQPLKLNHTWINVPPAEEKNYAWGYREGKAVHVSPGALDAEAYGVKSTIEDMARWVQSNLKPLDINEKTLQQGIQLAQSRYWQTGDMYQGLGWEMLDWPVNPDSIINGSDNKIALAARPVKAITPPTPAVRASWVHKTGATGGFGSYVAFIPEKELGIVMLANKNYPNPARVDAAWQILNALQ
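AmpC (5.3 nM in the dispensed reagent) in 20 mM phosphate pH 7.0 with 0.01% (detergent screen) or 0.0001% Triton X-100 was preincubated with compounds for 15 min at room temperature. Nitrocefin was then added from an 800 uM solution, and hydrolysis was followed at 480 nm.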
* marks the source's active call; other numbers are inactive results; ? = inconclusive. Unless noted, % is scaled to controls: 0 for no effect and ±100 for the full control effect. Only part of the results is shown; rates above refer to the full screens.

compound | HCMV inh | AmpC detergent
CCOC(=O)c1ccccc1NC(=O)c1sc2ccccc2c1Cl | 34 | 17%
CC(=O)c1ccc(NC(=O)CSc2nnc3ccc(-c4ccc(F)cc4)nn23)cc1 | -14 | -1%
COc1ccc(-c2noc(N3CCC(C(=O)Nc4ccc(F)cc4Cl)CC3)n2)cc1 | ? | 2%
CSc1cccc(NC(=O)Cn2c3ncccc3c(=O)n2-c2ccc(C)cc2)c1 | -21 | 6%
COc1ccc(CCNC(=O)CSc2n[nH]c(-c3ccccc3Cl)n2)cc1OC | 4 | -3%
COc1ccc(Cn2ccc3nc(C)c(C(=O)Nc4ccc(OC)cc4)cc3c2=O)cc1 | -11 | 11%
COc1ccc(CNC(=O)c2cccc(N3CCCS3(=O)=O)c2)cc1 | -18 | 0%
COc1ccc(S(=O)(=O)N(CCc2ccccc2)CC(=O)Nc2cc(C)ccc2C)cc1 | -9 | 11%
O=C(c1ccc2c(c1)N(Cc1ccc(Cl)cc1)C(=O)c1ccccc1S2=O)N1CCN(c2ccccc2F)CC1 (stereo not given) | -22 | ?
Cc1ccc(CNC(=O)c2nc(-c3ccc(Cl)cc3)n3c2CCCCC3)cc1 | -5 | -2%
CC(C)COc1ccc(C(=O)N(Cc2cccc(F)c2)C2CCS(=O)(=O)C2)cc1 (stereo not given) | 2 | 18%
CCOc1ccc(CCn2c3c(c(=O)[nH]c2=O)C(NC(=O)c2cccc(F)c2)(C(F)(F)F)C(=O)N3)cc1OCC (stereo not given) | 2 | -4%
O=C(Nc1noc2ccccc12)c1c(F)cccc1F | 165 | 11%
COc1cccc(C(=O)Nc2ccc(Cl)c(-c3nc4ccccc4[nH]3)c2)c1 | -89* | 18%
COc1ccccc1NC(=O)CN1C(=O)C2(SCC(=O)N2c2ccc(C)c(C)c2)c2ccccc21 (stereo not given) | -72* | -3%

Part of the list above, with values under each structure:
Below each compound: HCMV inh, AmpC detergent
> CSc1cccc(NC(=O)Cn2c3ncccc3c(=O)n2-c2ccc(C)cc2)c1
→ -21, 6%
> CCOc1ccc(CCn2c3c(c(=O)[nH]c2=O)C(NC(=O)c2cccc(F)c2)(C(F)(F)F)C(=O)N3)cc1OCC (stereo not given)
→ 2, -4%

Going on with the list:
compound | HCMV inh | AmpC detergent
Cc1cccc(NC(=O)CCS(=O)(=O)c2cc(Br)cc3c2N(C(=O)C2CC2)CC3)c1C | -4 | 19%
Cn1cnc(S(=O)(=O)N2CCCC(C(=O)Nc3ccc(F)cc3Cl)C2)c1 (stereo not given) | -12 | 0%
COc1cccc(NC(=O)C(CCSC)NC(=O)C2CCC(C)CC2)c1 (stereo not given) | 2 | 10%
CCOc1ccc(NC(=O)Cc2ccc(-n3c(C)nc4cccnc43)cc2)cc1 | ? | 19%
CCCCNC(=O)C1CCCN(S(=O)(=O)CCC)C1 (stereo not given) | 48 | 3%
Cc1cccc(C(=O)Nc2ccccc2SCc2cc(=O)c3cccc(C)c3[nH]2)c1 | 34 | 0%
CCOc1cccc(CNCCCSc2nnnn2C)c1 | 7 | 10%
COc1ccc(C)cc1NC(=O)CN(c1ccccc1)S(=O)(=O)N(C)C | -8 | 27%
Cc1ccccc1OCC(=O)Nc1ccc2oc(-c3ccc(F)cc3)nc2c1 | 5 | -7%
COCCCNC(=O)c1ccc2c(c1)N(Cc1ccccc1)C(=O)c1ccccc1S2 | -6 | 0%
CCCCNC(=O)CC1N=C2c3ccccc3N=C(SCC(=O)NCc3ccccc3Cl)N2C1=O (stereo not given) | -16 | 17%
Cc1ccc(NC(=O)c2ccc3c(O)c(S(=O)(=O)c4ccc(Cl)cc4)c(=O)[nH]c3c2)cc1 | -2 | 17%
Cc1cccc(C(=O)Nc2ccc(N3CCC(N4CCCCC4)CC3)c(C(=O)O)c2)c1 | 2 | -3%
Cc1cccn2c(=O)cc(CSc3nnc(NC(=O)C(C)C)s3)nc12 | 41 | -10%
Cc1ccc(Cl)cc1N1CCN(C2(c3ccccc3)C(=O)c3ccccc3C2=O)CC1 | -17 | 21%

Continued.
compound | HCMV inh | AmpC detergent
Cc1ccc(N2CC(c3nc(-c4ccc(Cl)cc4)no3)CC2=O)cc1F (stereo not given) | -1 | 21%
CCc1ccc(NC(=O)CSC2=Nc3ccccc3C3=NC(CC(=O)NCc4ccc5c(c4)OCO5)C(=O)N23)cc1 (stereo not given) | 51 | 6%
Cc1ccc(C(=O)Nc2ccc(-c3nc4ccccc4s3)cc2C)cc1C | 24 | -3%
CCN(c1ccc(C)cc1)S(=O)(=O)c1nnc(NC(=O)C2CCCCC2)s1 | -25 | 29%
CCOC(=O)CC(NC(=O)CCc1c(C)nc2c(-c3ccccc3)c(C)nn2c1C)c1ccc(OC(C)C)cc1 (stereo not given) | -3 | -4%
CCN(CC)c1ccc(-c2nc(-c3ccco3)no2)cc1[N+](=O)[O-] | -21 | -5%
COc1ccc(C)cc1NC(=O)N1CCC(CN2CCOCC2)CC1 | 23 | 2%
CSc1nnc(NC(=O)c2cc(=O)c3cc(C)c(C)cc3o2)s1 | 1 | 12%
Cc1onc(-c2ccc(F)cc2F)c1C(=O)Nc1cccc(C(F)(F)F)c1 | ? | 6%
CC(C)CCNC(=O)c1ccc2c(c1)NC(=O)C(C(C)C)N2 (stereo not given) | 26 | 20%
COc1ccc(CNC(=O)Nc2cn(CC(C)C)c(=O)c3ccccc23)c(OC)c1 | 34 | 6%
Cc1ccc(-n2nc3c(=O)n(C(C)C(=O)NCc4ccc(OC(C)C)cc4)nc(C)c3c2C)cc1 (stereo not given) | -77* | -7%
CCn1c(=O)c2sccc2n2c(CCC(=O)NCc3ccc(Cl)cc3)nnc12 | -15 | 12%
O=C(Nc1nc2ccc(F)cc2s1)c1nc(S(=O)(=O)Cc2ccccc2)ncc1Cl | -107* | 21%
Cc1ccc2c(=O)cc(C(=O)Nc3sc4c(c3C(=O)NCc3ccco3)CCC4)oc2c1C | 1 | 15%

Following part.
compound | HCMV inh | AmpC detergent
COCCCNC(=O)CCCn1c(=O)c2cccn2c2ccccc21 | -23 | -1%
COc1cc(-c2noc(-c3cc4cccc(C)c4oc3=O)n2)cc(OC)c1OC | -22 | 1%
CCOc1ccccc1NC(=O)c1c(NC(=O)Cc2ccc(OC)cc2)sc2c1CCC2 | 23 | 8%
COc1ccc(CNC(=O)c2ccc(N3CCCC3)c(NC(=O)NCc3ccc(C)cc3)c2)cc1 | -19 | -2%
CCN(C(=O)c1cn(CC)c(=O)c2cc(OC)c(OC)cc12)c1ccccc1F | -13 | 6%
CC(C)Cn1c(=O)c2sccc2n2c(CCCC(=O)Nc3ccc(Cl)cc3)nnc12 | ? | -4%
Cc1cc(C)cc(N2CCn3c2nc2c3c(=O)n(CCCc3ccccc3)c(=O)n2C)c1 | -12 | 22%
O=C(NCCc1ccc(Cl)cc1)c1cnc2sc(N3CCOCC3)nn2c1=O | 0 | -2%
CCSc1nnc(NC(=O)c2cccn(Cc3ccccc3Cl)c2=O)s1 | -15 | 1%
CCCCC(=O)Nc1ccc(OCc2cc(=O)n3ccc(C)cc3n2)cc1 | 0 | 17%
CC1(C)N=C(SCc2ccccc2Cl)c2ccccc2N1 | 5 | 5%
Cn1c(=O)oc2cc(S(=O)(=O)N3CCC(C(=O)Nc4ccc(F)c(Cl)c4)CC3)ccc21 | -27 | 15%
CCc1ccc(-n2nc(C)c3c(C(=O)N4CCN(c5ccccc5)CC4)cc(C)nc32)cc1 | 21 | 15%
COc1ccc(C2C(C(=O)Nc3cccnc3)=C(C)Nc3nc(-c4ccccc4)nn32)cc1OC (stereo not given) | 13 | 26%
CSc1cccc(NC(=O)C(c2ccccc2)N2Cc3ccccc3C2=O)c1 (stereo not given) | -32 | -3%

Next section
compound | HCMV inh | AmpC detergent
COc1ccccc1CCNC(=O)Cc1c(C)c2c(O)cc(C)cc2oc1=O | -7 | 12%
CCOc1ccc(C(=O)c2oc3ccccc3c2NC(=O)Cc2coc3ccc(CC)cc23)cc1 | -12 | 12%
CC(=O)N1CCc2c(sc3c2c(=O)n(-c2cc(Cl)ccc2C)c(=O)n3Cc2ccccc2F)C1 | -7 | 2%
CCCNC(=O)C1CCN(S(=O)(=O)c2ccc3c(c2)CCCN3C(C)=O)CC1 | 6 | 6%
O=C(Nc1cccc(C(F)(F)F)c1)c1cccc(C(=O)Nc2cccc(C(F)(F)F)c2)c1 | -32 | 17%
CCOc1ccc(NC(=O)C2CCN(S(=O)(=O)c3c(C)noc3/C=C/c3ccco3)CC2)cc1 | -78* | -1%
Cc1ccc2c(c1)c(=O)c1ccccc1n2CCCC(=O)Nc1ccc(F)cc1F | 4 | -9%
COc1ccccc1CNC(=O)C1CCN(S(=O)(=O)Cc2ccccc2)CC1 | -7 | 19%
Cc1ccc(C)c(N2CCN(C(=O)C3CCCN(S(=O)(=O)c4cccc5nsnc45)C3)CC2)c1 (stereo not given) | -18 | 0%
COc1ccc(S(=O)(=O)N2CCN(Cc3ccc4c(c3)OCO4)CC2)cc1OC | -8 | 13%
CCOC(=O)c1noc2nc(C)n(CC(=O)Nc3ccc(Br)cc3C)c(=O)c12 | 21 | 1%
Cc1ccc([N+](=O)[O-])cc1NC(=O)CN(c1ccccc1)S(=O)(=O)N(C)C | 6 | 24%
CCc1nc2ccccc2n2c(-c3ccccc3)c3c(=O)n(C)c(=O)n(C)c3c12 | 13 | 15%
CC(C)c1ccc(C2=CC(c3cccc(Cl)c3)n3ncnc3N2)cc1 (stereo not given) | 4 | 9%
Cc1cc(C)cc(OCC(=O)Nc2nc(-c3ccc(F)cc3)ns2)c1 | 150 | 22%

Record cards (already shown). Screens in order: HCMV inh | AmpC detergent
Entry for Cc1cc(C)cc(OCC(=O)Nc2nc(-c3ccc(F)cc3)ns2)c1 = 150 | 22%
Entry for CC(=O)N1CCc2c(sc3c2c(=O)n(-c2cc(Cl)ccc2C)c(=O)n3Cc2ccccc2F)C1 = -7 | 2%
Entry for CCc1nc2ccccc2n2c(-c3ccccc3)c3c(=O)n(C)c(=O)n(C)c3c12 = 13 | 15%
Entry for Cc1cc(C)cc(N2CCn3c2nc2c3c(=O)n(CCCc3ccccc3)c(=O)n2C)c1 = -12 | 22%
Entry for O=C(NCCc1ccc(Cl)cc1)c1cnc2sc(N3CCOCC3)nn2c1=O = 0 | -2%

New compounds follow:
compound | HCMV inh | AmpC detergent
COc1ccc(NC(=O)c2cc3c(=O)n(C)c4cc(Cl)ccc4c3s2)cc1Cl | 6 | 6%
O=C(CSc1nc(-c2cccc(F)c2)[nH]c1-c1ccccc1)Nc1ccc2c(c1)OCO2 | -88* | 3%
Cc1ccc(C(=O)CSc2nc(-c3ccccc3)nc3c2CCCC3)cc1C | -4 | -4%
Cc1ccc(N2CCn3c2nc2c3c(=O)n(CCc3ccccc3)c(=O)n2C)cc1C | -19 | 17%
COc1ccc(-c2nc3ccccc3n2Cc2ccc(Cl)cc2)cc1 | 4 | 12%
COc1ccc(C(=O)Nc2ccc(-c3cc4ccccc4oc3=O)c(C)c2)cc1OC | -39 | 15%
Cc1cc(C)cc(N(CC(=O)NCCc2ccc(Cl)cc2)S(=O)(=O)c2c(C)noc2C)c1 | -2 | 3%
Cc1oc(-c2ccccc2F)nc1CS(=O)(=O)CC(=O)N1CCN(c2ccc(Cl)cc2)CC1 | -83* | -3%
COc1cc(SC)ccc1C(=O)Nc1ccc(S(=O)(=O)Nc2nccc(C)n2)cc1 | 14 | 11%
CCc1nnc(SCc2ccc(OC)cc2)c2cc3sc(C)cc3n12 | 5 | 17%
CCCCn1cnc2cc(NC(=O)c3cc(OC)c(OC)c(OC)c3)ccc21 | 88 | 21%
CCOc1ccc2nc(N3CCCC(C(=O)NCCc4ccc(C)cc4)C3)sc2c1 (stereo not given) | 3 | -4%
COCc1cc(C)nc2sc3c(c12)NC(c1ccccc1C(=O)O)N(c1cccc(C(F)(F)F)c1)C3=O (stereo not given) | -27 | -4%
CC(C)(C)C1CCc2c(sc(NC(=O)c3cccc(Cl)c3)c2C(N)=O)C1 (stereo not given) | -17 | 3%
CCOC(=O)c1ccccc1NC(=O)N1CC(C)Oc2ccc(C)cc21 (stereo not given) | -14 | -4%

(cont.)
compound | HCMV inh | AmpC detergent
CCOC(=O)c1c(C)c(C(=O)NCc2ccc(Cl)cc2)c(C)n1CC | ? | -1%
Cc1ccc(C2CCN(C(=O)c3cnn(-c4ccc(C)cc4)c3C3CCN(C(=O)OC(C)(C)C)CC3)C2)cc1 (stereo not given) | 0 | -1%
Cc1cccc(C(=O)N2CCc3cc(CNC(=O)Cc4ccc(F)cc4)ccc32)c1 | 6 | -8%
Cc1ccc(NC(=O)N(Cc2c[nH]c3ccccc23)C2CCCCCC2)cc1C | -4 | -8%
CC(C)CCNC(=O)Nc1ccc2c(c1)N(C)C(=O)c1ccccc1S2 | -31 | 8%
O=C(Nc1ccccc1C(=O)OCc1cc(=O)n2c3c(sc2n1)CCCC3)c1ccc(F)cc1 | -17 | 13%
O=C(c1cccs1)N1CCCc2cc(NS(=O)(=O)c3ccc(Cl)cc3)ccc21 | -33 | -9%
CCN(C(=O)Cn1nc(Cc2ccncc2)c2ccccc2c1=O)c1cccc(C(F)(F)F)c1 | -35 | 11%
CCOC(=O)c1ccc(N2C(=O)c3n[nH]c(-c4cccs4)c3C2c2ccc(OC)cc2OC)cc1 (stereo not given) | -92* | 1%
CN(C)c1ccc(NC(=O)CSc2nc3ccsc3c(=O)n2CCCCCC(=O)O)cc1 | 81 | -2%
Cc1cccc(N2CCN(c3ncnc4onc(-c5ccc(F)cc5)c34)CC2C)c1 (stereo not given) | -16 | 1%
Cc1ccc2onc(CNC(=O)NCc3cccc(Cl)c3)c2c1 | -4 | -6%
